Assay outcomes deposited in PubChem by Sanford-Burnham Center for Chemical Genomics.
XBP1 UPR activ: adaptive UPR (XBP1) activation. CHO-XBP1 luciferase reporter, IRE1-XBP1 UPR activation, luminescence; percent of tunicamycin response, DMSO as zero. activation, % at 20 µM. actives 0.33% (n = 330,000);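 active = versus positive control, 20 µM dose yields 30% or more activation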;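 note: 100% = tunicamycin at 10 µg/mL and 0% = DMSO only wells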
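incubation = overnight seeding at 37 °C, 6 h compound treatment at 37 °C | assay system = CHO-XBP1 cells stably carrying IRE1-XBP1-driven luciferase reporter | input = 1000 cells per well | detection = luciferase luminescence | dosing = single point, 20 µM final compound, 1% DMSO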
UPR CHOP act: apoptotic UPR (CHOP) activation. CHO-CHOP luciferase reporter, luminescence; percent of tunicamycin response over DMSO baseline. activation, % at 10 µM. actives 0.34% (n = 330,000);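 active = at 10 µM dose, activation of 40% or more, normalized to positive control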;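 note: 100% = tunicamycin at 10 µg/mL and 0% = DMSO alone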
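assay system = CHO CHOP reporter cells | amount = 500 CHO-CHOP cells per well | buffer or medium = F12 with 10% FBS | incubation = 16-18 h cell attachment, then 6 h compound exposure, 37 °C | detection = luminescence read with Steady-Glo | read-out = percent activation relative to tunicamycin control | controls = tunicamycin high control, DMSO low control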
TIM10 inh: inhibits growth of TIM10 yeast strain | S. cerevisiae TIM10 strain growth, BacTiter-Glo luminescence, 24 h | inhibition, % at 10 µM | actives 1.4% (n = 330,000);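 active = inhibition of 40% or more at the single tested concentration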;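 note: wild-type TIM10 isogenic control strain grown at permissive 25 °C; 0% = DMSO yeast wells and 100% = minimal medium wells without yeast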
Mdm2 MdmX PPI: inhibitors of human Mdm2/MdmX interaction | O15151+Q00987 | SaOS-2 split-luciferase Mdm2/MdmX complementation, luminescence | inhibition, % at 8 µM | actives 3% (n = 330,000) | AID 485346;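 active = inhibition of at least 50% at 8 µM in the primary screen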
NR3A LBD binder: modulators (binders) of human NR3A ligand-binding domain; Tm shift relative to glycine control, % at 25 µM; actives 2.5% (n = 340,000); AID 1259313; NR3A LBD differential scanning fluorimetry, Tm shift; 0% = protein alone, 100% = glycine-bound protein;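 active = melting temperature shift of at least 10% of the positive control shift, at one fixed dose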
NALP3 yeast inh: blocks the NALP3 inflammasome reconstituted in yeast; Yeast reconstituted NLRP3/ASC/caspase-1, beta-gal luminescence, 24 h; inhibition, % at 10 µM; actives 0.39% (n = 330,000); AID 2825;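 active = inhibition of 50% or more; inactive = inhibition below 50%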;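 note: plate controls were induced DMSO wells for no effect and uninduced yeast grown without galactose for full effect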
tim23-1 inh: inhibits growth of tim23-1 mutant yeast. inhibition, % at 20 µM. actives 1.3% (n = 330,000). S. cerevisiae tim23-1 growth, BacTiter-Glo luminescence, 24 h. AID 463212;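 active = growth inhibition of the mutant yeast at or above 50%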;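 note: temperature-sensitive mutant grown at 25 °C; plate controls were DMSO-treated mutant yeast for no effect and medium wells lacking yeast for full effect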
APJ ag: APJ receptor agonism; P35414; CHO-K1 APJ PathHunter beta-arrestin, luminescence; 0% DMSO wells, 100% apelin; activation, % at 20 µM; actives 0.11% (n = 330,000);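 active = activation more than six SD over the plate average, tested at 20 µM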;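 note: 0% = DMSO alone and 100% = apelin-13 at 10 nM; some results filed as inactive read as strong as hits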
Target sequence (P35414 whole entry, looked up): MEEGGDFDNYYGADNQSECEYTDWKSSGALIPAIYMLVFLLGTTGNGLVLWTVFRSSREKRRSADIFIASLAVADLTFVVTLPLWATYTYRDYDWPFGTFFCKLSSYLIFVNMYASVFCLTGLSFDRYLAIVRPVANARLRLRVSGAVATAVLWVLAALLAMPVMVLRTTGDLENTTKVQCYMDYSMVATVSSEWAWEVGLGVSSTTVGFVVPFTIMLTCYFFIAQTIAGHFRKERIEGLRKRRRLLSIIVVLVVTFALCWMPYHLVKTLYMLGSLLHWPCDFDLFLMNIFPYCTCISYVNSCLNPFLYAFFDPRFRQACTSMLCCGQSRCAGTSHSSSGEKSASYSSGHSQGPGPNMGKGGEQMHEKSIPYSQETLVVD
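Assay system – PathHunter CHO-K1 APJ (AGTRL-1) beta-arrestin reporter cells · Compound – one dose, 20 µM compound, 1% DMSO · Timing – compound 90 min 25 °C, reagent 1 h · Measured by – luminescence from split beta-galactosidase complementation, Galacton Star/Emerald II substrate · Measure – beta-arrestin recruitment to APJ as agonist activity, luminescent signal · Benchmarks – DMSO vs Apelin-13 10 nM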
tim10-1 inh: inhibits growth of tim10-1 mutant yeast. AID 463190. inhibition, % at 20 µM. S. cerevisiae tim10-1 ts strain growth, BacTiter-Glo, 24 h. actives 2.2% (n = 330,000);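 active = inhibition of at least 40%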;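 note: mutant grown at 25 °C; 0% = DMSO wells with yeast and 100% = wells holding no yeast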
Active calls of the source: *; nt = no result given.

item | SMILES | APJ ag | Mdm2 MdmX PPI | tim23-1 inh | NALP3 yeast inh | TIM10 inh | tim10-1 inh | XBP1 UPR activ | NR3A LBD binder | UPR CHOP act
1 | CN(c1ccccc1)c1nc(N)c([N+](=O)[O-])c(Nc2ccccc2)n1 | -4.2 | 20.8 | 26.4 | 20.1 | 2.1 | 23.7 | 15.9 | -3.9 | 1.1
2 | CC(C)(C#N)C(C)(C)c1nn[nH]n1 | -2.9 | 19.5 | 7.8 | -7.1 | 0.7 | 1.2 | 0.2 | 0.0 | -2.6
3 | Cc1ccc(OCC(=O)NCc2ccco2)c([N+](=O)[O-])n1 | -2.3 | -20.5 | 3.8 | -4.3 | -0.7 | 18.9 | 4.0 | 1.2 | -1.6
4 | Cc1ccc(-n2ccc(=O)c(C(=O)Nc3ccc(S(=O)(=O)Nc4nccc(C)n4)cc3)n2)cc1 | 0.8 | 5.0 | -6.0 | 5.4 | -0.4 | 8.5 | 0.7 | -2.4 | 5.0
5 | Nc1nonc1C(=O)OCC(=O)N1CCOCC1 | -0.8 | -34.5 | 13.1 | 4.6 | 6.2 | 6.7 | 1.9 | 0.1 | 0.5
6 | CCc1ccc(CNC(=O)C2CCN(S(=O)(=O)N3CC(C)CC(C)C3)CC2)cc1 (centres undefined) | 4.5 | 17.7 | 11.8 | -3.8 | 10.4 | 11.6 | -4.0 | 3.9 | 0.9
7 | COc1cccc(N(C(=O)c2ccco2)c2nc(-c3sc(NC(=O)c4ccco4)nc3C)cs2)c1 | -3.2 | 74.2* | 26.8 | 17.4 | 9.8 | 20.6 | 10.3 | -0.5 | 4.8
8 | COc1cc(C2NC(=S)NC(c3ccccc3)=C2C(C)=O)ccc1O (centres undefined) | -2.0 | 3.5 | -2.0 | 7.6 | 5.8 | 12.0 | -7.6 | 1.5 | 1.1
9 | O=C(OCC(O)COc1ccccc1)c1ccc([N+](=O)[O-])cc1 (centres undefined) | -2.5 | -35.0 | 29.2 | 15.6 | 17.9 | 24.1 | 0.1 | 1.9 | -1.2
10 | c1csc(-c2nc3ccccn3c2NC2CCCCC2)c1 | -2.9 | 13.2 | 27.4 | 21.5 | 31.4 | 47.6* | -2.7 | -2.7 | 0.6
11 | Cc1nc([N+](=O)[O-])cn1CC(=O)Nc1ccc(F)c(Cl)c1 | 5.2 | -12.1 | -1.9 | 8.5 | 0.2 | -7.1 | -5.2 | 0.1 | -0.4
12 | Cc1noc(C)c1COc1ccccc1C(=O)NCCOc1ccccc1F | -0.9 | -7.6 | 14.2 | 18.7 | 1.3 | 16.5 | -1.1 | -2.2 | 1.8
13 | CCOc1ccc(N2Cc3ncccc3C2=O)cc1 | -0.5 | -49.6 | 7.8 | 13.7 | 1.0 | 15.2 | -1.8 | 1.3 | 0.0
14 | COc1cc(NC(=O)Cn2c(=O)n(CC3CCCO3)c(=O)c3cc(OC)c(OC)cc32)cc(OC)c1 (centres undefined) | -3.1 | 16.5 | -8.1 | 8.8 | 9.2 | 5.1 | -0.1 | 0.6 | -1.0
15 | O=C1CC(NCC2CCCO2)C(=O)N1c1ccc(Cl)cc1 (centres undefined) | -5.3 | -0.8 | 13.8 | 5.0 | 5.5 | 13.3 | -0.9 | -0.3 | -1.1
16 | COc1cc(C(=O)OCC(=O)NC2CCCCC2)cc2c1OCCO2 | -4.2 | -3.5 | 5.0 | 0.6 | 2.6 | 6.7 | -0.7 | -3.6 | -2.0
17 | CC(=O)NNc1ncnc2c1cnn2-c1ccc(C)c(C)c1 | 0.8 | 7.9 | 12.3 | -17.3 | -0.4 | 16.6 | 2.9 | 0.9 | -0.4
18 | COc1cc(NC(=O)N2CCOCC2)cc(OC)c1 | 1.1 | 6.8 | 15.4 | 5.8 | -5.0 | 3.8 | 2.1 | -0.5 | -1.1
19 | O=C(NCCc1ccccc1)C(c1ccc(F)cc1)N(C(=O)c1csnn1)C1CC1 (centres undefined) | -1.4 | 7.8 | 25.8 | 24.3 | -0.4 | 26.0 | -0.6 | -0.8 | -0.7
20 | CCC(C)NC(=O)COC(=O)c1cc([N+](=O)[O-])ccc1Sc1nc(C)cs1 (centres undefined) | -3.0 | 19.0 | 9.7 | 10.0 | -7.0 | 8.0 | -3.0 | 0.9 | -4.4
21 | Cc1ccc2c(C)c(C(=O)N(C)Cc3ccncn3)oc2c1C | -2.5 | 10.0 | -0.3 | 13.3 | 3.7 | 3.2 | -2.7 | 0.2 | -1.5
22 | Nc1ncc(Br)cc1S(=O)(=O)Nc1cc(C(F)(F)F)cc(C(F)(F)F)c1 | 4.4 | 79.0* | 25.0 | 22.1 | 11.7 | 24.6 | -1.9 | 8.6 | -1.7
23 | Cc1c(CN2CCCC(C(=O)c3cccc(OC(C)C)c3)C2)c(=O)n(-c2ccccc2)n1C (centres undefined) | -3.0 | 11.1 | 7.3 | 21.3 | -1.9 | 6.0 | -0.5 | -0.6 | -0.9
24 | Cc1cccc(C(C)C)c1NC(=O)C(C)OC(=O)Cc1n[nH]c(=O)c2ccccc12 (centres undefined) | 0.1 | 21.4 | 15.3 | 6.4 | -8.5 | 4.2 | 1.4 | 1.0 | -0.6
25 | O=c1[nH]c2ccccc2c(O)c1-c1ccccc1 | -3.1 | 4.1 | -6.6 | 5.2 | -13.1 | -23.2 | -0.1 | -3.1 | 2.9
26 | C=CCNc1oc(-c2ccc(-c3ccccc3)cc2)nc1C#N | -2.7 | 31.2 | 2.7 | -56.2 | 8.6 | 36.6 | 0.1 | -3.8 | -0.4
27 | CCOC(=O)c1[nH]c(C)c(C(=O)N2CCN(C(=O)c3ccco3)CC2)c1C | -1.9 | 2.5 | 0.0 | -3.3 | 5.7 | 11.0 | 2.0 | -0.1 | -0.3
28 | CCCc1nc(NCc2ccco2)c(C#N)c2c1COC(C)(C)C2 | -1.6 | 26.3 | -1.5 | -0.9 | 5.8 | 12.4 | 1.5 | -0.6 | 2.1
29 | Nc1cc(=O)[nH]c(SCC(=O)NCC2CCCO2)n1 (centres undefined) | -3.7 | -14.5 | 15.4 | 18.2 | 3.2 | 14.1 | -0.5 | 0.8 | -1.3
30 | N#Cc1cccc(NC(=O)CNc2cccc(S(=O)(=O)N3CCCC3)c2)c1 | -0.3 | 1.1 | -5.1 | 20.1 | -3.3 | -2.8 | -3.5 | -3.6 | -0.5

Records listed so far printed as active in Mdm2 MdmX PPI.
No. | Structure | APJ ag | Mdm2 MdmX PPI | NALP3 yeast inh | TIM10 inh | tim10-1 inh | NR3A LBD binder
7 | COc1cccc(N(C(=O)c2ccco2)c2nc(-c3sc(NC(=O)c4ccco4)nc3C)cs2)c1 | -3.2 | 74.2* | 17.4 | 9.8 | 20.6 | -0.5
22 | Nc1ncc(Br)cc1S(=O)(=O)Nc1cc(C(F)(F)F)cc(C(F)(F)F)c1 | 4.4 | 79.0* | 22.1 | 11.7 | 24.6 | 8.6

The listing continues:
item | SMILES | APJ ag | Mdm2 MdmX PPI | tim23-1 inh | NALP3 yeast inh | TIM10 inh | tim10-1 inh | XBP1 UPR activ | NR3A LBD binder | UPR CHOP act
31 | O=C(N/N=C/c1ccco1)c1cc(=O)[nH]c2ccccc12 | -0.1 | -18.3 | 9.7 | 11.7 | -2.5 | 7.5 | -2.8 | -0.2 | 0.5
32 | CCOC(=O)C1=CN(CC)S(=O)(=O)NC1c1ccc(C(F)(F)F)cc1 (centres undefined) | nt | -10.3 | 39.9 | nt | -3.2 | 24.4 | 3.4 | -1.1 | 2.6
33 | CC(NC(=O)C12CC3CC(CC(C3)C1)C2)c1ccc2c(c1)OCCO2 (centres undefined) | -1.1 | -3.7 | 24.1 | 9.2 | 8.1 | 45.1* | -1.0 | -5.3 | 0.7
34 | c1ccc(-c2noc(CN3CCCC(OCc4ccccn4)C3)n2)cc1 (centres undefined) | -2.2 | 18.5 | 19.8 | 15.6 | -9.7 | 7.6 | 0.0 | 0.0 | -0.2
35 | Fc1ccc(CSc2nnc(-c3ccncc3)o2)cc1 | -2.3 | 47.4 | -10.5 | 21.0 | -10.1 | 4.8 | -2.0 | 0.3 | 0.1
36 | Fc1ccc(Nc2nnc(C(F)(F)F)s2)cc1 | 2.5 | 8.2 | 22.7 | 10.5 | 6.3 | -5.1 | 2.1 | -8.0 | 0.1
37 | Cc1noc(C)c1S(=O)(=O)N(C)C[C@H]1Oc2ccc(NS(=O)(=O)c3ccccc3)cc2C(=O)N([C@H](C)CO)C[C@@H]1C | -1.7 | -1.3 | 4.1 | 9.6 | -2.7 | 11.2 | -3.6 | 0.6 | 0.8
38 | CC(C)Cn1cnc2c(c1=N)C(c1ccccc1)C1=C(CC(C)(C)CC1=O)O2 (centres undefined) | -4.3 | 20.6 | 27.9 | 7.3 | 7.9 | -2.6 | -2.6 | -1.9 | -0.5
39 | O=[N+]([O-])c1ccc2nc(/C=C/c3ccc(Cl)cc3)[nH]c2c1 | 3.0 | 11.3 | 15.2 | -0.1 | 26.7 | 25.4 | 4.5 | 2.1 | 6.1
40 | CCSc1ccccc1C(=O)n1nnc2ccccc21 | -1.3 | 18.3 | 58.6* | -23.4 | 39.4 | 54.6* | -1.0 | 1.4 | 4.5
41 | Cc1ccc(C(=O)N2CCC3(CC2)Oc2ccc(F)cc2C(=O)C32CC(c3cccnc3)=NO2)s1 (centres undefined) | -1.8 | 10.1 | -1.7 | 11.6 | -8.1 | 42.3* | -0.9 | -3.1 | -0.5
42 | O=c1c2ccccc2nc(/C=C/c2ccccc2)n1CCCO | -2.1 | -12.0 | 27.2 | 15.9 | 23.3 | 23.6 | -0.9 | 0.3 | 2.0
43 | O=C(O)CCn1c(=S)n(CCC(=O)O)c2ccccc21 | -1.4 | 31.9 | 7.1 | 5.0 | -17.5 | -6.6 | 0.1 | -2.2 | 1.4
44 | COC(=O)CN1C(c2ccc(OC)cc2)=Nc2ccc(Cl)cc2C1c1ccccc1 (centres undefined) | -1.4 | 13.2 | 30.2 | 20.1 | 13.3 | 35.3 | -0.5 | 3.0 | -0.9
45 | O=C(Nc1ccc(F)cc1)c1ccc2nc[nH]c2c1 | -0.9 | 10.6 | 7.8 | -1.4 | 6.0 | -3.8 | -0.5 | -1.2 | 1.3
46 | c1ccc2c(c1)CCCC2C1=NCCN1 (centres undefined) | -1.2 | -8.1 | 0.8 | 23.0 | 1.8 | 0.1 | -4.8 | 0.6 | -1.3
47 | O=S(=O)(NCCCCCNS(=O)(=O)c1ccccc1)c1ccccc1 | -1.0 | 14.0 | -3.5 | 9.9 | -1.6 | 1.7 | 0.9 | -0.6 | -1.7

Ordered by the number under NALP3 yeast inh (highest first): some entries from above
| no. | canonical_smiles | NALP3 yeast inh |
| --- | --- | --- |
| 34 | c1ccc(-c2noc(CN3CCCC(OCc4ccccn4)C3)n2)cc1 (centres undefined) | 15.6 |
| 36 | Fc1ccc(Nc2nnc(C(F)(F)F)s2)cc1 | 10.5 |
| 43 | O=C(O)CCn1c(=S)n(CCC(=O)O)c2ccccc21 | 5.0 |
